Bioassay records: PubChem BioAssay, National Center for Advancing Translational Sciences (NCATS)
RXFP1 agonist: activates the human relaxin receptor RXFP1; Q9HBX9; HEK293T-RXFP1 cAMP TR-FRET, 30 min; response scale: percent of porcine relaxin response, buffer zero; Potency, µM (highest dose often 57.5 µM), inactives show at the top dose activation, actives largely listed as activators; hit rate 0.3% among 370,000; AID 2676; further: potency means the concentration at half of the fitted maximal effect; on the % scale 0 is the no-effect control and ±100 the full control effect; nearly all actives have a fitted effect of over 60% in size; many of its hits are not listed in these tables
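cAMP rise read by TR-FRET after 30 min, 37C compound exposure (up to 58 uM) in RXFP1-transfected HEK293 cells with Ro 20174 present. EC50 from Hill-equation fits, with 29 nM porcine relaxin as 100% and buffer as basal.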
TrxR1 substrate: rat thioredoxin reductase 1 substrate activity | O89049 | purified TrxR1 substrate turnover, NADPH consumption readout | Potency, µM (titrated, usually from 114 µM), without a hit: top-dose activity change, negative = substrate turnover | hit rate 0.01% among 390,000 | AID 588456; further: potency means the concentration at half of the fitted maximal effect; on the % scale 0 is the no-effect control and ±100 the full control effect; nearly all actives have a fitted effect of over 50% in size
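Rat TrxR1, dispensed at 90 nM, was prereduced with 400 uM NADPH (final) for 5 min at ~22 deg C, then incubated with compound 15 min before 400 uM selenite. A first-read NADPH fluorescence drop versus no-compound background flagged substrates.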
Vif-APOBEC3F blk: blocks the Vif interaction with APOBEC3F | HeLa A3F-eYFP + Vif (tagged APOBEC3F with the HIV-1 protein that degrades it), YFP fluorescence increase | Potency, µM (titrated, usually from 46.1 µM), for inactives: top-dose activity, negative = active | hit rate 0.2% among 390,000 | AID 602313; further: potency means the concentration at half of the fitted maximal effect; % of control where 0% means no effect; nearly all actives have a fitted effect of over 65% in size
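HeLa cells stably expressing Vif plus C-terminally eYFP-tagged A3F were seeded, incubated overnight at 37 deg C, dosed with compound, incubated overnight again at 37 deg C. Yellow fluorescence (Ex 488/Em 500-530) reported blocked Vif-mediated A3F-eYFP degradation.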
USP1-UAF1 inh: inhibitors of human USP1/UAF1 deubiquitinase | O94782 | recombinant USP1/UAF1, Ub-Rhodamine cleavage fluorescence | Potency, µM (series often up to 57.1 µM), for inactives: at the top dose activity change, negative = inhibition, hits mostly inhibitors | hit rate 0.23% among 390,000 | AID 743255; further: potency means the concentration at half of the fitted maximal effect; on the % scale 0 is the no-effect control and ±100 the full control effect; nearly all actives have a fitted effect of over 60% in size; inactives centre near -12
Target sequence (O94782 whole entry, looked up): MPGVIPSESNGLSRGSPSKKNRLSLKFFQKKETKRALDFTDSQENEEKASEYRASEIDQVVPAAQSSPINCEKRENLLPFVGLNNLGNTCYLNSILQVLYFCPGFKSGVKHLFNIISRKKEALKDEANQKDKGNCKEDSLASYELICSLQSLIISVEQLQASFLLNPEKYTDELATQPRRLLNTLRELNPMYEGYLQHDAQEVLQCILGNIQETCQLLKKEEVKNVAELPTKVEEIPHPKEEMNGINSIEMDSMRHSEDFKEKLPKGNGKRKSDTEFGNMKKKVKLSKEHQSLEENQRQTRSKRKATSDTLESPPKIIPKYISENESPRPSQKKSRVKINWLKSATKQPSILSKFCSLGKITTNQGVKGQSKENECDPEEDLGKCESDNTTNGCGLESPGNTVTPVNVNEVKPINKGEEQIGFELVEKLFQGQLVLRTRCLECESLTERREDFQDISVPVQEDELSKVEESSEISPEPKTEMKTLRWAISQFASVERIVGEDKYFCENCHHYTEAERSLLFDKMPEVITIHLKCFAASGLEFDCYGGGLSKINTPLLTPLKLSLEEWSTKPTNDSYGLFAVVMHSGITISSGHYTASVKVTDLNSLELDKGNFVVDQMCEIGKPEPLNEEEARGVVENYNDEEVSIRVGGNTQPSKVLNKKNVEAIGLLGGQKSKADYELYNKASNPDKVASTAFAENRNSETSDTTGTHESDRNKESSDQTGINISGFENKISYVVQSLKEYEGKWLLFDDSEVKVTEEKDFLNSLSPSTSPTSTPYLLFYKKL
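1 nM enzyme complex + cpd, 15 min RT; start with Ub-Rho 150nM final; kinetic fluorescence ex 480/em 540, 6 reads q60 s. Buffer 50mM HEPES pH 7.8, 0.5mM EDTA, 0.1 mg/ml BSA, 1mM TCEP, 0.01% Tween-20.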
mIDH1 inhibitor: blocks human mutant IDH1 R132H enzyme. AID 602179. Potency, µM (top dose mostly 76.6 µM), without a hit: top-dose activity change, negative = inhibition, usual class: inhibitors. hit rate 0.093% among 390,000. O75874. IDH1-R132H enzyme, NADPH consumption, diaphorase/resazurin fluorescence; further: potency means the concentration at half of the fitted maximal effect; on the % scale 0 is the no-effect control and ±100 the full control effect; nearly all actives have a fitted effect of over 65% in size
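IDH1-R132H (0.5 ug/mL dispensed) in pH 7.5 Tris buffer was preincubated 30 min with compound, then given a substrate mix of 0.016 mM NADPH and 2 mM alpha-KG for 80 min at room temperature; remaining NADPH was read by diaphorase/resazurin fluorescence.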
Vif-A3G inh: blocks the Vif interaction with human APOBEC3G; Potency, µM (doses to about 46.1 µM), for the others: at the highest dose activity, negative = active, usual class: inhibitors; hit rate 0.076% among 410,000; HeLa A3G-eYFP + Vif (tagged APOBEC3G with the HIV-1 protein that degrades it), YFP fluorescence, overnight; Q9HC16;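 further: potency means the concentration at half of the fitted maximal effect; on the % scale 0 is the no-effect control and ±100 the full control effect; nearly all actives have a fitted effect of over 60% in size; hits raise eYFP signal because A3G escapes Vif-driven loss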
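Read-out is eYFP fluorescence (Ex 488/Em 500-530) from Vif-expressing HeLa A3G-eYFP cells; more signal means A3G escaped Vif-mediated degradation. Cells plated overnight, compound pinned in, incubated overnight at 37 deg C.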
PI4K2A inh: inhibitors of human PI4K2A | purified PI4K2A, ADP-Glo luminescence, 1 h; hits give low values | hit rate 0.13% among 420,000 | activity change, negative = inhibition, % at 76.9 µM; in the data active means activity change below about -50%; inconclusive means mostly about -30% to -49%;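 further: -100% = wells without enzyme as full effect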
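ADP-Glo luminescence measured ADP generated by PI4K2A enzyme (4 ug/mL before mixing) with 1.2 mM PI substrate (pre-mix) and 300 microM ATP (pre-mix). Tris pH7.5 buffer with MgCl2, Triton X-100; 1 h reaction at ambient temperature.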
LDHA block: LDHA (human) enzyme inhibition. purified LDHA, NADH/diaphorase-resazurin fluorescence; hits give low values. activity change, % (values are at about 110 or 230 µM). hit rate 0.15% among 480,000; in the data active means activity change below about -30%; inconclusive means mostly about -25% to -30%;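 further: plate controls were DMSO wells for no effect and wells without enzyme for full effect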
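Remaining NADH was detected by diaphorase (0.133 mg/mL) converting 37 µM resazurin to fluorescent resorufin, read at 0 and 20 minutes. The preceding 5-minute room-temperature reaction used 2 nM LDHA, 0.2 mM sodium pyruvate and 0.06 mM NADH at pH 7.4.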
Glioma ERSR ind: induces the endoplasmic reticulum stress response in human glioma cells; U87-MG GRP78 promoter luciferase reporter, 16 h; Potency, µM, without a hit: at the highest dose activation, actives largely listed as activators; AID 602332; hit rate 0.02% among 420,000; further: potency means the concentration at half of the fitted maximal effect; series mostly up to about 76 µM; % of control where 0% means no effect; nearly all actives have a fitted effect of over 35% in size
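ERSR induction read as luciferase luminescence (Bright-Glo, 10 min at room temperature) in stably transfected human U87-MG glioma cells exposed to compounds for 16 h, using GRP78 as sensor.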
* = called active by the depositor; ? = inconclusive; / = not tested or not shown; [ ] = remark or other dose. Unless noted, the call rests on the fitted dose curve; in most records, active means well fitted curve in the direction sought with a large enough effect; inconclusive means small, poorly fitted or top-dose-only effect, or another doubt; inactive means no such curve, though single readings can be large; an effect the other way counts as inactive or inconclusive.

Values run as follows: RXFP1 agonist | LDHA block | Vif-A3G inh | Vif-APOBEC3F blk | TrxR1 substrate | Glioma ERSR ind | PI4K2A inh | mIDH1 inhibitor | USP1-UAF1 inh
COc1cc(C(=O)OCC(=O)NCCCc2ccccc2)ccc1OCC(C)C
    4.0% | -7 | -5% | -8% | 2% | -6% | 1 | -9% | -23%
CN(C(=O)c1ccc2c(c1)N(Cc1ccccc1F)C(=O)c1ccccc1S2)C1CCCCC1
    0.6% | 1 | -1% | 0% | 1%[57.1 µM] | -5% | -2 | -10% | -15%
CCOc1ccc(CN2C(=O)C(=O)c3cccc(C)c32)cc1OC
    0.9% | 14 | 5% | -24% | 6% | -7% | 19 | 4% | -27%
Cc1ccc(NC(=O)c2ccc3c(c2)CCN3S(C)(=O)=O)cc1C
    1.7% | 4 | -3% | 1% | -3% | 5% | 2 | 3% | -1%
CC(C)Cn1c(SCC(=O)N2CCOCC2)nc2ccccc2c1=O
    5.0% | -11 | 1% | 4% | -6% | -4% | 0 | -7% | 0%
O=S(=O)(Nc1cccc(S(=O)(=O)N2CCOCC2)c1)c1ccc2c(c1)OCCO2
    0.9% | -6 | -3% | -4% | -5%[57.1 µM] | -8% | -3 | 0% | -2%
COc1ccc(/C=C/C(=O)N2CCN(C)CC2)cc1S(=O)(=O)N1CCCCC1
    0.4% | -8 | 1% | 1% | -3% | -3% | 0 | -4% | -17%
CC(=O)C1=C(C)N(Cc2ccccc2)C(=O)N[C@H]1c1cccc(F)c1
    / | 6 | -2% | -11% | 2% | -1% | -3 | 16% | -24%
CCOc1ccc2c(c1)sc(N)[n+]2Cc1cc(C)cc2cccnc12
    -2.2% | 0 | ? | ? | -14% | -7% | -1 | 3% | -10%
COc1ccc(-c2csc(N(C)C(=O)c3cccs3)n2)cc1
    16% | -7 | 1% | 5% | 5%[57.1 µM] | 7% | 2 | 4% | -16%
Clc1ccc(CN2CC[C@H]3C=CCc4cccc(c43)C2)cc1
    1.3% | 5 | 1% | 3% | 14% | -4% | -4 | 16% | ?
CCOC(=O)c1cccc(NC(=O)C2CCN(S(=O)(=O)c3cccs3)CC2)c1
    0.5% | 3 | 1% | -6% | -7% | -3% | 3 | 4% | -5%
COc1cc(-c2nc(=S)[nH][nH]2)cc(OC)c1OC
    -3.3% | 3 | 0% | 24% | 6% | 8% | 3 | 10% | -22%
CCc1ccc2c(c1)C1(C(=O)N2)N2CCCC2C(C(=O)c2ccc3ccccc3c2)C12C(=O)Nc1ccccc12 (configuration not stated)
    -1.1% | 5 | -15% | -10% | -10% | ? | -2 | -3% | -6%
O=[N+]([O-])c1ccc2c(c1)nc(CO)n2Cc1ccccc1
    -1.2% | -2 | 2% | -2% | 6% | 3% | 5 | 6% | -19%

Single records, as listed above:
Results for COc1ccc(/C=C/C(=O)N2CCN(C)CC2)cc1S(=O)(=O)N1CCCCC1 → RXFP1 agonist: 0.4%; LDHA block: -8; Vif-A3G inh: 1%; Vif-APOBEC3F blk: 1%; TrxR1 substrate: -3%; Glioma ERSR ind: -3%; PI4K2A inh: 0; mIDH1 inhibitor: -4%; USP1-UAF1 inh: -17%
Results for COc1cc(C(=O)OCC(=O)NCCCc2ccccc2)ccc1OCC(C)C → RXFP1 agonist: 4.0%; LDHA block: -7; Vif-A3G inh: -5%; Vif-APOBEC3F blk: -8%; TrxR1 substrate: 2%; Glioma ERSR ind: -6%; PI4K2A inh: 1; mIDH1 inhibitor: -9%; USP1-UAF1 inh: -23%
Results for CC(=O)C1=C(C)N(Cc2ccccc2)C(=O)N[C@H]1c1cccc(F)c1 → RXFP1 agonist: /; LDHA block: 6; Vif-A3G inh: -2%; Vif-APOBEC3F blk: -11%; TrxR1 substrate: 2%; Glioma ERSR ind: -1%; PI4K2A inh: -3; mIDH1 inhibitor: 16%; USP1-UAF1 inh: -24%

Arranged by heavy-atom count (ascending): three of the compounds above
Values run as follows: RXFP1 agonist | LDHA block | Vif-A3G inh | Vif-APOBEC3F blk | TrxR1 substrate | Glioma ERSR ind | PI4K2A inh | mIDH1 inhibitor | USP1-UAF1 inh
Cc1ccc(NC(=O)c2ccc3c(c2)CCN3S(C)(=O)=O)cc1C
    1.7% | 4 | -3% | 1% | -3% | 5% | 2 | 3% | -1%
CC(C)Cn1c(SCC(=O)N2CCOCC2)nc2ccccc2c1=O
    5.0% | -11 | 1% | 4% | -6% | -4% | 0 | -7% | 0%
CCc1ccc2c(c1)C1(C(=O)N2)N2CCCC2C(C(=O)c2ccc3ccccc3c2)C12C(=O)Nc1ccccc12 (configuration not stated)
    -1.1% | 5 | -15% | -10% | -10% | ? | -2 | -3% | -6%

(more compounds)
Values run as follows: RXFP1 agonist | LDHA block | Vif-A3G inh | Vif-APOBEC3F blk | TrxR1 substrate | Glioma ERSR ind | PI4K2A inh | mIDH1 inhibitor | USP1-UAF1 inh
Cn1c(=O)oc2cc(S(=O)(=O)NC(Cc3ccccc3)C(=O)Nc3ccc(F)c(Cl)c3)ccc21 (configuration not stated)
    -2.3% | -11 | -3% | 2% | 5% | -3% | -13 | -16% | 1%
CN(C)c1cccc2c1c(NS(=O)(=O)c1cn(C)cn1)nn2C
    1.6% | 9 | -5% | 6% | 6% | -2% | ? | 12% | ?
CCC(=O)Oc1c(C(=O)CC)cc2c(C)cc(=O)oc2c1C
    0.1% | -8 | 5% | -22% | 18% | -3% | 12 | 7% | -4%
CCn1c(C(=O)O)c(CC(=O)Nc2ccccc2OC)c2ccccc21
    5.8% | -7 | -6% | 14% | 7% | -3% | -4 | -2% | -14%
Cc1ccc(CN2CCC(CNC(=O)c3cnn(-c4ccccc4)c3C3CCN(C(=O)OC(C)(C)C)CC3)CC2)cc1
    -0.1% | -3 | -4% | -1% | 1% | -3% | -2 | -12% | -11%

An excerpt. The share of hits here may be higher or lower than overall.
